# Compound activity: PubChem BioAssay, National Center for Advancing Translational Sciences (NCATS)
# PTHR1 ag: qHTS for PTHR1 Agonists: Primary Screen; AID 743266, 2014; 410,000 tested, 0.075% active; Potency, µM (doses to about 115 µM), without a hit: at the highest dose activation, most hits filed as activators; Parathyroid hormone/parathyroid hormone-related peptide receptor (Homo sapiens), Q03431; HEK293 GP2 PTHR1 cells, GloSensor cAMP luminescence, 1 h; further: potency means the concentration at half of the fitted maximal effect; nearly all actives have a fitted effect of over 55% in size; some results filed as inactive show a strong effect at the top dose; inactives centre near -15; many of its hits are not listed in these tables
# Target sequence (Q03431 whole entry, looked up): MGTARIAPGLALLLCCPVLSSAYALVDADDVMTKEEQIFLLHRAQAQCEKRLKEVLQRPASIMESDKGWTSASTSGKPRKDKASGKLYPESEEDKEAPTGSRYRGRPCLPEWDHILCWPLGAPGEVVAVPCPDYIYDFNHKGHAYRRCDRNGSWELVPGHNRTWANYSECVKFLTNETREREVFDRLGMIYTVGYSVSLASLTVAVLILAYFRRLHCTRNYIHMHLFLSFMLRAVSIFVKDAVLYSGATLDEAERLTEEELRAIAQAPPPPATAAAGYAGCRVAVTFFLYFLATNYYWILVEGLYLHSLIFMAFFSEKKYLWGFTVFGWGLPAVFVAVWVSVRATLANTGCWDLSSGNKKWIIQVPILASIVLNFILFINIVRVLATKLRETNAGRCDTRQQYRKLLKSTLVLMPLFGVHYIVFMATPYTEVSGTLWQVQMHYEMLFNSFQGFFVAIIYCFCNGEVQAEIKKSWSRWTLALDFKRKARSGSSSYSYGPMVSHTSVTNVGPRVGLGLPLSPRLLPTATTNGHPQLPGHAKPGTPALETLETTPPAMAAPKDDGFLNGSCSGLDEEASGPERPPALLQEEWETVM
#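 HEK-293-derived GP2 cells expressing PTHR1 and a GloSensor cAMP reporter, 3,000/well, plated overnight, given luciferin plus IBMX (each 0.5 mM as added) for 1 h at 37 °C, then compound for 1 h at 37 °C. Luminescence was read after 15 min at room temperature.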
# HEK293 tox: qHTS of GLP-1 Receptor Inverse Agonists: Cytotox Screen; 410,000 tested, 0.13% active; Potency, µM (series often up to 38.3 µM), for inactives: at the highest dose activity change, negative = inhibition, most hits filed as inhibitors; HEK293 cAMP-luciferase reporter cells, luminescence, 24 h;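 further: loss of luciferase light is scored as toxicity; potency means the concentration at half of the fitted maximal effect; on the % scale 0 is the no-effect control and ±100 the full control effect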
#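 Cells in DMEM/10% Nu serum/1% pen-strep, 1536-well format. Pre-incubated 12 h, dosed with 23 nL compound, incubated a further 24 h. Luciferase detection, 12 min at room temp, luminescence.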
# TDP-43 yeast inh: qHTS of TDP-43 Inhibitors | TDP-43 expressing yeast growth rescue, BacTiter-Glo, 24 h | Potency, µM (doses to about 46.1 µM), for inactives: at the top dose growth rescue (activation), hits mostly activators | 410,000 tested, 1.8% active; further: potency means the concentration at half of the fitted maximal effect; % of control where 0% means no effect; nearly all actives have a fitted effect of over 50% in size
#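 Luminescence from BacTiter-Glo reports growth of TDP-43-expressing yeast after 24 hr at 30 deg C with compound. Cells were raffinose-pregrown to mid-log, then seeded in galactose medium at OD600=0.02.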
# aSyn rescue: qHTS of alpha-syn Inhibitors; Potency, µM (doses to about 46.1 µM), without a hit: top-dose growth rescue (activation), hits mostly activators; 370,000 tested, 0.14% active; Yeast expressing alpha-synuclein, growth rescue, BacTiter-Glo, 24 h; AID 652106, 2013; further: potency means the concentration at half of the fitted maximal effect; % of control where 0% means no effect; nearly all actives have a fitted effect of over 65% in size
#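 Screening used galactose-induced yeast with toxic alpha-synuclein levels, exposed to compound for 24 hr at 30 deg C. Cell growth, read with BacTiter-Glo luminescence, gave the measured signal.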
# KB-V1 cytotox: qHTS assay for MDR1-selective chemotherapeutics: Primary screen using the drug-selected MDR subline cells KB-V1; KB-V1 MDR cells viability, CellTiter-Glo, 72 h; Potency, µM (highest dose often 46.1 µM), for the others: at the highest dose activity change, negative = cytotoxicity, hits mostly cytotoxic; 400,000 tested, 3.4% active; AID 1347076, 2019; further: potency means the concentration at half of the fitted maximal effect; on the % scale 0 is the no-effect control and ±100 the full control effect; nearly all actives have a fitted effect of over 60% in size
#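 Potencies derive from concentration-effect curves fitted to normalized luminescence (CellTiter-Glo) of KB-V1 cells treated for 72 h at 37 degrees C in phenol-red-free DMEM containing 10% FBS.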
# GLP1R ag: qHTS of GLP-1 Receptor Agonists. AID 624172, 2012. Glucagon-like peptide 1 receptor (Homo sapiens), P43220. 380,000 tested, 0.007% active. HEK293 GLP-1R CRE-luciferase, luminescence, 4-6 h; cells express a hypersensitive GLP-1R form. Potency, µM (series often up to 45.6 µM), for the others: at the top dose activation, hits mostly activators; further: potency means the concentration at half of the fitted maximal effect; % of control where 0% means no effect
# Target sequence (P43220 whole entry, looked up): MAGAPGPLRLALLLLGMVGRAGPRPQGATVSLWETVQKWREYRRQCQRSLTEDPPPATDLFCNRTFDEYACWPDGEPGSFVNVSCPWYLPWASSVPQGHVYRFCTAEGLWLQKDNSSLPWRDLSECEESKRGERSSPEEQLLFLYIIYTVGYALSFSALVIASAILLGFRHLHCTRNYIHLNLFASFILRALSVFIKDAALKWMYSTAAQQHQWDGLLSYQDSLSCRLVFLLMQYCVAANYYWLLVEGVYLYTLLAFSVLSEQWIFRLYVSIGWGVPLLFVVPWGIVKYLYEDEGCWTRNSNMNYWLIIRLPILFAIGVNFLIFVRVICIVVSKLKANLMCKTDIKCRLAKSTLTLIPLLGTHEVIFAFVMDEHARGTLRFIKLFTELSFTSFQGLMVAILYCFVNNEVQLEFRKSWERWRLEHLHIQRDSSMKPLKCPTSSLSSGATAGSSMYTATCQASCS
# DRD3 agonist: qHTS of D3 Dopamine Receptor Agonist: qHTS; D3R DiscoveRx beta-arrestin cells, luminescence, 90 min; max activation, %; 410,000 tested, 0.58% active; in the data active means max activation above about 30%; further: 0% is about no effect; mostly tested at two doses, the higher about 12 µM
#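 Cells at 1500/well, incubated overnight, then treated with pinned compounds (dopamine as control) for 90 min at 37 degrees C. DiscoveRx reagent added for 30 - 60 minutes at room temperature; luminescence read.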
# GLP1R inv ag: qHTS of GLP-1 Receptor Inverse Agonists (Inhibition Mode); HEK293 GLP-1R CRE-luciferase, luminescence, 24 h; GLP-1R form is constitutively active; Potency, µM (highest dose often 38.3 µM), without a hit: top-dose activity change, negative = inhibition, actives largely listed as inhibitors; 410,000 tested, 1.6% active; AID 624417, 2012; further: potency means the concentration at half of the fitted maximal effect; on the % scale 0 is the no-effect control and ±100 the full control effect; nearly all actives have a fitted effect of over 55% in size
#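 Inverse agonists were sought by their lowering of basal cAMP reporter luciferase output in HEK293 cells stably carrying constitutively active human GLP-1R, after 24 h compound treatment.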
# DRD3 antagonist: qHTS of D3 Dopamine Receptor Antagonist: qHTS; max response, negative = inhibition, %; 360,000 tested, 2.5% active; D(3) dopamine receptor (Homo sapiens), P35462; D3R cells, DiscoveRx beta-arrestin luminescence, antagonist mode; hits give low values; in the data active means max response below about -50%; inconclusive means no clear call, values can overlap the other calls; further: on the % scale 0 is the no-effect control and ±100 the full control effect; mostly tested at two doses, the higher about 12 µM
#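 Cells plated overnight at 1500 cells/well, then exposed to library compounds with dopamine controls for 90 minutes at 37 degrees C. DiscoveRx reagent added for 30–60 minutes at room temperature; luminescence read, quantitative HTS format.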
# Active calls of the source: *; i = inactive; ? = inconclusive; nt = no result given; [ ] = remark or other dose. Unless noted, the call rests on the fitted dose curve; in most records, active means well fitted curve in the direction sought with a large enough effect; inconclusive means small, poorly fitted or top-dose-only effect, or another doubt; inactive means no such curve, though single readings can be large; an effect the other way counts as inactive or inconclusive.
1) CCc1ccccc1S(=O)(=O)Cc1ccc(C(=O)N2CCN(c3ccccc3OC)CC2)o1
2) COc1cccc(C2N(c3cccc(Cl)c3)C(=O)C3CCCN32)c1 (stereo not drawn)
3) Cc1nn(-c2ccccc2)c(-n2cccc2)c1C(=O)NCc1ccccc1Cl
4) Cc1ccc(NS(=O)(=O)c2c(C)nc3sc(C)cn3c2=O)c(C)c1
5) O=C(O)c1ccc2c(c1)C(=O)N(Cc1ccccc1)C2=O
6) COc1ccc(S(=O)(=O)Nc2ccc(S(=O)(=O)N(C)C)cc2)cc1[N+](=O)[O-]
7) COc1ccc(OC)c(NC(=O)CCS(=O)(=O)c2cc3c(cc2C)NC(=O)CO3)c1
8) COc1ccc(CC(N)c2csc(Nc3ccccn3)n2)cc1 (stereo not drawn)
9) COc1ccc(CNC(=O)c2cc(S(=O)(=O)N3CCCCC3)ccc2Cl)cc1OC
10) CCOCCCNC(=O)C1CCCN1C(=O)NC1CCCCC1 (stereo not drawn)
Compound,1,2,3,4,5,6,7,8,9,10
PTHR1 ag,-53%[inhibitor],-18%,-21%,-50%[inhibitor],i,i,i,-25%,-52%[inhibitor],i
HEK293 tox,?,-6%,1%,3%,-3%,6%,-7%,-5%,16%,-4%
TDP-43 yeast inh,14%,-5%,2%,23%,-10%,-16%,-2%,13%,0%,11%
aSyn rescue,4%,-7%,nt,nt,0%,0%,16%,-8%,6%,-12%
KB-V1 cytotox,?,-16%,?,-33%,?,0%,?,-1%,-26%,12%
GLP1R ag,-3%,11%,nt,nt,-4%,7%,-2%,16%,6%,0%
DRD3 agonist,4,-1,8,7,-2,-6,1,-20,0,-1
GLP1R inv ag,?,1%,?,-4%,5%,20%,5%,3%,?,1%
DRD3 antagonist,13,-14,nt,nt,-51*,8,6,?,1,2

11) COc1cc(Nc2ccccc2Cl)c([N+](=O)[O-])nc1[N+](=O)[O-]
12) Cc1cc(SCC(=O)c2ccccc2)n2ncc(-c3ccccc3)c2n1
13) O=C(Nc1ccccc1C(=O)OCn1nnc2ccccc2c1=O)c1ccco1
14) CCOc1ccc(NC(=O)CC2C(=O)N(CC)C(=S)N2NC(=O)c2ccncc2)cc1 (stereo not drawn)
15) COc1cccc(OC)c1C(=O)Nc1ccc2nc(C)c(C)nc2c1
16) CCc1ccc2[nH]c(=O)c(CN(CCN3CCOCC3)C(=O)Nc3ccccc3F)cc2c1
17) Cc1ccc(N2C(=O)c3ccc(C(=O)N4CCN(c5cccc(C)c5C)CC4)cc3C2=O)cc1
18) CC(C)C(C(=O)NCc1ccccc1)N1CCN(c2ccccc2F)CC1 (stereo not drawn)
19) CC(C)c1cc(C(=O)N2CCN(C(c3ccccc3)c3ccccc3)CC2)no1
20) N=c1n(CCN2CCOCC2)c2ccccc2n1CC(=O)c1ccc(Cl)c(Cl)c1
Compound,11,12,13,14,15,16,17,18,19,20
PTHR1 ag,i,-19%,-2%,-22%,-1%,-19%[57.5 µM],-15%[57.5 µM],-8%,-21%,-12%
HEK293 tox,-8%,1%,0%,-5%,5%,-5%,-11%,3%,10%,-24%
TDP-43 yeast inh,-20%,12%,?,12%,?,-4%,0%,23%,3%,19%
aSyn rescue,0%,2%,-1%,3%,0%,-14%,1%,1%,0%,7%
KB-V1 cytotox,0%,-22%,-3%,?,-9%,18%,?,?,-6%,?
GLP1R ag,2%,10%,-1%,1%,8%,2%,-13%,nt,-6%,1%
DRD3 agonist,9,10,1,6,1,7,5,-8,0,-1
GLP1R inv ag,6%,?,14%,2%,38%[activator],14%,8%,18%,?,?
DRD3 antagonist,-8,40,14,5,3,21,-14,-3,9,-15

21) CC(C)CN(C(=O)c1ccc(Br)o1)C1CCS(=O)(=O)C1 (stereo not drawn)
22) CCN(C(=O)c1ccc2c(c1)OCO2)C1CCS(=O)(=O)C1 (stereo not drawn)
23) O=c1cnn(Cc2ccc(F)cc2)c2ccccc12
24) CN(Cc1ccccc1)c1ccc(-c2nc(-c3ccco3)no2)cc1[N+](=O)[O-]
25) CCN(CCCNC(=O)CCn1c(=O)[nH]c2ccccc2c1=O)c1ccccc1
26) COc1cc(NC(=O)Cn2c(=O)n(Cc3ccco3)c(=O)c3sc4ccccc4c32)cc(OC)c1
27) Cc1cccc(C)c1NC(=O)Nc1nnc([C@@H]2C[C@H](O)[C@@H](CO)O2)s1
28) Cc1c(OC(C)C(=O)NC2CC(C)(C)NC(C)(C)C2)ccc2c3c(c(=O)oc12)CCC3 (stereo not drawn)
29) COC(=O)CCC(=O)OC1(C)C(=O)C=C2C=C(C3CC3)N(CCN3CCOCC3)C=C2C1=O (stereo not drawn)
30) Cc1ccc(S(=O)(=O)NC(=O)Nc2ccccc2F)cc1
Compound,21,22,23,24,25,26,27,28,29,30
PTHR1 ag,i,i,i,-7%,21%[57.5 µM],i,-3%,?,0%,-10%
HEK293 tox,1%,7%,4%,5%,1%,1%,0%,-9%,-8%,-1%
TDP-43 yeast inh,9%,-1%,-14%,4%,13%,2%,-4%,-20%,8%,21%
aSyn rescue,2%,4%,4%,nt,-1%,nt,-4%,-1%,-4%,-11%
KB-V1 cytotox,0%,?,3%,12%,?,?,?,21%,-8%,0%
GLP1R ag,3%,-10%,13%,nt,-4%,1%,-6%,-4%,-7%,6%
DRD3 agonist,2,2,-4,10,-1,-6,-1,1,4,3
GLP1R inv ag,-8%,14%,1%,18%,-4%,-9%,29%,?,6%,22%
DRD3 antagonist,-4,8,8,nt,8,nt,0,-4,-9,-20

# Taken from above.
# Entry for Cc1c(OC(C)C(=O)NC2CC(C)(C)NC(C)(C)C2)ccc2c3c(c(=O)oc12)CCC3 (stereo not drawn) under KB-V1 cytotox: 21%
# Entry for COC(=O)CCC(=O)OC1(C)C(=O)C=C2C=C(C3CC3)N(CCN3CCOCC3)C=C2C1=O (stereo not drawn) under GLP1R ag: -7%

# Record cards, as listed above.
# Shown for CC(C)CN(C(=O)c1ccc(Br)o1)C1CCS(=O)(=O)C1 (stereo not drawn) → PTHR1 ag = i; HEK293 tox = 1%; TDP-43 yeast inh = 9%; aSyn rescue = 2%; KB-V1 cytotox = 0%; GLP1R ag = 3%; DRD3 agonist = 2; GLP1R inv ag = -8%; DRD3 antagonist = -4
# Shown for Cc1cccc(C)c1NC(=O)Nc1nnc([C@@H]2C[C@H](O)[C@@H](CO)O2)s1 → PTHR1 ag = -3%; HEK293 tox = 0%; TDP-43 yeast inh = -4%; aSyn rescue = -4%; KB-V1 cytotox = ?; GLP1R ag = -6%; DRD3 agonist = -1; GLP1R inv ag = 29%; DRD3 antagonist = 0

# (cont.)
31) Cc1ccc2c(Cl)cc(Cl)c(OCC(=O)O)c2n1
32) COc1ccccc1NC(=O)NC1CCCCCCC1
33) O=C(O)CC(CC(=O)N1CCN(C(=O)c2ccco2)CC1)c1ccccc1 (stereo not drawn)
34) CC(C)N1CC(COc2ccc(Cl)cc2Cl)OC1=O (stereo not drawn)
35) O=C(c1ccc(OC2CCN(CCc3ccccc3)CC2)cc1)N1CCCC(O)C1 (stereo not drawn)
36) COC(=O)c1ccc(CNC(=O)COC(=O)CCC(=O)c2ccc(F)cc2)cc1
37) CCOc1ccc(-n2c(-c3ccc(Br)cc3)cc3c2CC(C)(C)CC3=O)cc1
38) Cc1cc(C)c(C#N)c(N2CCC(C(N)=O)CC2)n1
39) COc1ccc(CCC(=O)Nc2cccc(S(=O)(=O)N(C)C)c2)cc1OC
40) COc1ccccc1CNC(=O)COC(=O)c1c(C)nn(-c2ccccc2)c1Cl
Compound,31,32,33,34,35,36,37,38,39,40
PTHR1 ag,-11%,i,-21%,-14%,i,i,i,-7%,-18%,i
HEK293 tox,-1%[7.66 µM],7%,0%,-3%,0%,-7%,-7%,-1%,-1%,2%
TDP-43 yeast inh,14µM*,19%,-12%,29%,-26%,2%,7%,3%,9%,24%
aSyn rescue,-8%,-2%,2%,4%,-4%,-2%,nt,-3%,1%,18%
KB-V1 cytotox,-1%,-9%,?,-2%,-10%,-7%,-2%,13%,-3%,-7%
GLP1R ag,-2%,9%,-1%,13%,12%,0%,nt,9%,5%,13%
DRD3 agonist,2,-6,-6,0,-11,4,-21,-8,0,-7
GLP1R inv ag,7%[7.66 µM],?,14%,-22%,-22%,16%,-23%,-2%,23%,?
DRD3 antagonist,3,-4,-13,-4,-8,6,nt,-18,4,18

41) Cc1ccc(S(=O)(=O)N2C[C@H]3N(C(=O)OC(C)C)N(C(=O)OC(C)C)C[C@H](OC(=O)Nc4cccs4)[C@@]3(O)C2)cc1
42) COCCCNC(=O)c1cn(C)c(=O)c2c1c1ccccc1n2C
43) CCOC(=O)C1CCCN(C(=O)c2ccc(OC)c([N+](=O)[O-])c2)C1 (stereo not drawn)
44) CCC(C)[C@H]1CNC(=S)N1CCC12CC3CC(CC(C3)C1)C2 (stereo partly drawn)
Compound,41,42,43,44
PTHR1 ag,-5%,1%,18%,-23%
HEK293 tox,-26%,-4%,8%,-3%
TDP-43 yeast inh,0%,-3%,-27%,14%
aSyn rescue,1%,-1%,0%,0%
KB-V1 cytotox,-11%,-7%,0%,0%
GLP1R ag,-2%,0%,2%,7%
DRD3 agonist,-3,-6,-4,-19
GLP1R inv ag,?,16%,35%,?
DRD3 antagonist,0,21,-18,-8

# The list is partial; the hit share may differ from the screen's.
